BoNT A protease = BoNT/A light chain protease inhibitors, primary screen, biochemical, flow cytometry, MLPCN library. Botulinum neurotoxin type A light chain protease (Clostridium botulinum A str. ATCC 3502). inhibition, % at 10 µM. actives 0.17% (n = 360,000). multiplex microsphere protease substrate cleavage; in the data active means inhibition above about 30%; inconclusive means no clear call, values can overlap the other calls; further: plate controls were buffer without enzyme for full effect and enzyme alone for no effect
FadD28 FP inh = inhibitors of FadD28 bisubstrate probe binding, primary screen, biochemical, fluorescence polarization, single point | Mycobacterium tuberculosis FadD28 fatty-acid-AMP ligase | inhibition, % at 12.5 µM | AID 588549, 2011 | actives 0.22% (n = 360,000); in the data active means inhibition above about 8.5%, passing the limit was not always enough; inconclusive means no clear call, values can overlap the other calls
GDH-TPI inh = GDH-TPI coupling enzyme inhibitors, primary screen, artefact control for M. tuberculosis FBA inhibitor project, biochemical, absorbance, full deck; GDH-TPI coupled enzyme counterscreen, NADH absorbance; inhibition, % at 4.8 µM; actives 1.2% (n = 360,000);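 further: 0% = DMSO wells and 100% = wells lacking the enzyme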
BioA inh = M. tuberculosis BioA enzyme inhibitors, primary screen, biochemical, plate reader, single point, HTS | 7,8-diaminopelargonic acid synthase BioA (Mycobacterium tuberculosis) | purified M. tuberculosis BioA enzyme | inhibition, % at 9.99 µM | actives 0.096% (n = 360,000); in the data active means inhibition above about 40%; inconclusive means no clear call, values can overlap the other calls
CCHFV vOTU inh = CCHFV vOTU protease inhibitors, primary screen, biochemical, Pep-AMC substrate, fluorescence; Crimean-Congo hemorrhagic fever virus L polyprotein viral ovarian tumor (vOTU) protease …; inhibition, % at 11.5 µM; actives 0.55% (n = 370,000); AID 651958, 2012; further: 0% = vehicle wells with enzyme and 100% = no enzyme wells
UGM FP inh = M. tuberculosis UGM enzyme inhibitors, primary screen, biochemical, fluorescence polarization, single point | inhibition, % at 10 µM | purified UGM, fluorescence polarization probe displacement | UDP-galactopyranose mutase (Mycobacterium tuberculosis (strain ATCC 25618 / H37Rv)), … | actives 0.06% (n = 320,000) | AID 504406, 2011; in the data active means inhibition above about 10%, passing the limit was not always enough; inconclusive means no clear call, values can overlap the other calls
Target sequence (P9WIQ1 whole entry, looked up): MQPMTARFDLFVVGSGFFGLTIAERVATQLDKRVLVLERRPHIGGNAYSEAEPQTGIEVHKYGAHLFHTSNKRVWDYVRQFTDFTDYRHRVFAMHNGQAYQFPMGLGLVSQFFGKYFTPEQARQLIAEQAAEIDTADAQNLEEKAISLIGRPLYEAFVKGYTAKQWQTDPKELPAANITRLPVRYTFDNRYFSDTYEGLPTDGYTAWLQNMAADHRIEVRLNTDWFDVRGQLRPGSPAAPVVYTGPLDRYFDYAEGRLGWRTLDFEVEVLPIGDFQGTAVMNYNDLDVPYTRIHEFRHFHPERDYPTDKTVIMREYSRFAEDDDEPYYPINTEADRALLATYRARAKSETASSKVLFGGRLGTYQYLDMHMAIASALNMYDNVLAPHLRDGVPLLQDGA
BoNT-F LC inh = BoNT/F light chain protease inhibitors, primary screen, biochemical, flow cytometry, MLPCN library; actives 0.22% (n = 360,000); Multiplex microsphere protease cleavage assay; inhibition, % at 10 µM; Botulinum neurotoxin type F light chain protease (Clostridium botulinum); in the data active means inhibition above about 35%, passing the limit was not always enough; inconclusive means no clear call, values can overlap the other calls; further: plate controls were buffer without enzyme for full effect and enzyme alone for no effect
PrPC TRFRET = inhibitors of human cell surface prion protein PrPC, primary screen, cell-based, TR-FRET. TR-FRET read-out. inhibition, % at 13.8 µM. actives 0.43% (n = 370,000); in the data active means inhibition above about 24%; further: 0% = median of the test wells and 100% = reference compound wells
FBA Mtb inh = Mtb FBA enzyme inhibitors, primary screen, biochemical, fluorescence, strain H37Rv; inhibition, % at 1 µM; Fructose-bisphosphate aldolase (Mycobacterium tuberculosis (strain ATCC 25618 / H37Rv)), …; actives 2.3% (n = 360,000); purified M. tuberculosis FBA, fluorescence read-out; in the data active means inhibition above about 27%;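 further: 0% = vehicle and 100% = reference inhibitor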
Target sequence (P9WQA3 whole entry, looked up): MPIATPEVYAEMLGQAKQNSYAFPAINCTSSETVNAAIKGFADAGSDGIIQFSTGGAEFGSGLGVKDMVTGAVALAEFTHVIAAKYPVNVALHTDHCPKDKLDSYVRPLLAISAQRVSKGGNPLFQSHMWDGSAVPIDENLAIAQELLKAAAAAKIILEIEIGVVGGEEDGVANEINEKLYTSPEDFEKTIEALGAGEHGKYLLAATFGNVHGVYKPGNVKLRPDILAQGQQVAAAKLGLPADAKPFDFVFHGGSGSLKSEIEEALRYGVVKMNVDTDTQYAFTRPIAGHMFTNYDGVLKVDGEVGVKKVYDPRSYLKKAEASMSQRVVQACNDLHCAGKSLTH
The depositor's hits bear a star; ? = inconclusive; . = not tested or not shown. Unless noted, no stated cut-off is given here; in the data, active means inhibition above about 30%; inactive means the rest. Random draw from the library; 4.8% or so of the library scored in one or more.

SMILES	BoNT A protease	FadD28 FP inh	GDH-TPI inh	BioA inh	CCHFV vOTU inh	UGM FP inh	BoNT-F LC inh	PrPC TRFRET	FBA Mtb inh
COc1ccc(NC(=S)Nc2ccc3nc(C)c(C)nc3c2)cc1	0.0	-1.2	12	-0.3	-3	-1.4	-12	-2	2
O=C(C[C@H]1C[C@@H]2c3cc(NC(=O)c4ccc5c(c4)OCO5)ccc3O[C@@H]2[C@H](CO)O1)NCc1cc(F)ccc1F	0.1	-1.1	-4	-2.0	-3	.	-2	2	0
Cc1ccc(S(=O)(=O)N2CCN(C(=O)Cn3nc(C)c([N+](=O)[O-])c3C)CC2)c(C)c1	-1.3	-0.4	3	1.8	9	3.5	-7	1	3
O=C(COC(=O)c1ccc(-c2ccccc2)cc1)Nc1ccccc1-c1ccccc1	0.3	-2.6	14	-1.3	-12	0.0	2	9	-1
Cc1c(NC(=O)C(=O)/C=C(\O)c2ccc(Br)cc2)c(=O)n(-c2ccccc2)n1C	0.4	0.3	18	.	23	5.2	5	3	-5
c1ccc2sc(N3CCOCC3)nc2c1	-0.8	-0.4	1	-0.2	0	-1.2	-4	0	0
CC(=O)c1ccc(NC(=O)C(C)OC(=O)C(C)Oc2cccc(C)c2)cc1 (configuration not stated)	-0.2	-3.4	0	.	6	1.2	-3	-4	-2
CCC(CC)C(=O)NCCc1ccc(OC)c(OC)c1	0.3	-1.2	8	3.7	10	-0.4	-5	3	4
Cc1cc(C)c2oc(=O)cc(CN3CCN(Cc4ccccc4)CC3)c2c1	0.3	-3.2	1	-0.5	-5	-0.8	3	-1	1
O=C(COc1ccccc1)NC1CCSC1=O (configuration not stated)	0.6	-1.0	1	.	1	-5.5	2	4	6
C[N+]1(C)CC2([N+](=O)[O-])CC=C(Oc3ccccc3)C([N+](=O)[O-])(C2)C1 (configuration not stated)	-1.0	-1.1	-1	0.9	-5	-0.6	-5	-2	2
COc1cc2c(cc1OC)CN(Cc1cc(=O)n3c(-c4ccccc4)csc3n1)CC2	2.7	-3.8	12	.	-57	1.0	0	-20	19
CN(C)CCOCCOc1ccc(Cl)c2ccccc12	-4.4	-2.3	0	2.4	-4	-2.5	-12	-3	8
O=C(OCCCc1cc2ccccc2c(=O)o1)c1ccco1	0.0	-4.6	16	2.0	5	1.7	-2	0	2
CC(=O)N1CCOc2ccc(S(=O)(=O)NCCc3ccc(Cl)cc3)cc21	0.0	-6.6	1	-0.9	9	1.1	-5	4	0
O=C(O)COc1ccc(S(=O)(=O)NCCc2ccccc2)cc1	0.8	0.3	2	-0.1	2	-0.7	-3	-5	2
COc1ccc2c3c([nH]c2c1)C(C)N(CCC(=O)NN)CC3 (configuration not stated)	4.1	-2.1	-9	20	-15	-2.0	-8	-11	6
Oc1ccc2ccc3[nH]cnc3c2c1	-3.3	2.2	0	-1.7	6	0.9	?	32*	0
COc1ccc(C(C[N+](=O)[O-])c2c(C)cc3ccccn23)cc1 (configuration not stated)	9.4	1.0	2	-0.8	-4	1.6	-21	-4	1
CC1CN(CCCCN2C(=O)c3ccccc3C2=O)CC(C)O1 (configuration not stated)	-0.8	-1.5	-3	0.2	-10	2.8	-7	-8	1
Cc1oc(-c2cccs2)cc1C(=O)N1CCC(C)(C(=O)NS(=O)(=O)C2CC2)C1 (configuration not stated)	0.3	-1.0	3	-0.4	1	.	-2	-10	-2
O=C(c1cccnc1)N1N=C2CCCCCC2C1(O)C(F)(F)F (configuration not stated)	-0.8	1.5	2	.	-10	-0.4	-3	-6	3
COC(=O)c1ccc(/C=N/NC(=O)CC(=O)NCc2cccnc2)cc1	-0.3	-3.8	5	.	0	-0.5	-3	-5	-1
Cc1cnc(C(=O)OCC(=O)c2ccc(-c3ccccc3)cc2)cn1	.	-1.1	16	-1.4	-4	-0.6	.	9	3
CCOc1ccc(NC2OCC(O)C(O)C2O)c([N+](=O)[O-])c1 (configuration not stated)	-1.0	-21	0	.	17	5.3	-1	-30	-7

(next part)
SMILES	BoNT A protease	FadD28 FP inh	GDH-TPI inh	BioA inh	CCHFV vOTU inh	UGM FP inh	BoNT-F LC inh	PrPC TRFRET	FBA Mtb inh
Cc1cc(NC(=O)COC(=O)[C@H](Cc2c[nH]c3ccccc23)NC(=O)c2ccc(F)cc2)no1	0.1	-1.3	4	2.4	5	-0.8	5	2	-4
CC1CC(C)CN(C(=O)COC(=O)c2cn(C)c3ccccc23)C1 (configuration not stated)	0.6	-0.6	4	-0.9	8	0.9	-6	12	2
Cn1c(N)c(C(=O)CSc2nnc(-c3cccs3)n2C2CC2)c(=O)[nH]c1=O	-5.4	-4.1	2	.	-8	.	?	5	1
CC(=O)OCC1=C(C(=O)O)N2C(=O)[C@@H](NC(=O)Cc3cccs3)[C@H]2SC1	-0.1	1.0	6	-1.0	2	3.2	4	8	0
CC(C)[C@H](NC(=O)NCc1ccco1)C(=O)O	-0.4	-2.1	-5	-0.9	6	-0.4	5	0	6
CCN(CC)S(=O)(=O)c1ccc(N2CCOCC2)c(NC(=S)NC(=O)c2ccco2)c1	-0.2	-4.8	0	0.1	4	-1.6	1	5	-6
CC(C)C(=O)Nc1cccc(C(=O)Nc2ccc3c(c2)OCO3)c1	0.6	-0.1	4	.	1	1.6	-6	4	-2
O=C1/C(=C/c2cccs2)SC(=S)N1NS(=O)(=O)c1ccccc1	-0.5	-2.1	4	0.7	22	0.9	-12	3	-5
O=C1CC(c2ccccc2)SC(N(c2ccccc2)c2ccccc2)=N1 (configuration not stated)	-0.4	-0.7	5	.	0	1.9	-3	11	0
OCC(O)C1OC(Oc2ccccc2)C(O)C(O)C1O (configuration not stated)	0.1	-0.1	-6	.	-7	.	10	-4	-3
CC(=O)C(C)Oc1cc(C)cc2oc(=O)c(C)c(C)c12 (configuration not stated)	-0.4	-2.0	5	.	-12	1.7	-24	-2	20
NC(=S)n1[nH]c(-c2ccc([N+](=O)[O-])cc2)c(N=Nc2ccc(Cl)cc2)c1=O	-1.8	0.9	14	.	.	.	-7	.	-3
COc1ccccc1NC(=O)CNC(=O)c1ccccc1	-0.3	-2.8	1	-1.1	6	3.5	-7	14	-2
COc1ccc(N(CC(=O)NC2CCCC2)C(=O)Cn2nnc(-c3ccc(OC)c(OC)c3)n2)cc1	0.5	-1.5	12	.	12	1.7	5	4	-5
Cc1nc(NC(=O)CSc2nnc3ccccn23)c(Cl)cc1Cl	0.4	-1.7	2	.	-1	-1.3	3	-1	5
CN(C)CC(=O)Nc1ccc(Oc2ccc(Cl)cc2)cc1	-0.2	-2.5	-2	.	-9	0.5	-2	-6	-2
O=C(CCCOc1ccc(Cl)cc1)N1CCCCC1	?	-1.0	11	-0.7	8	1.4	-19	1	-1
CCN(CC)c1ccc2cc(C(=O)NCc3ccc(F)cc3)c(=N)oc2c1	18	-2.8	0	-1.3	-17	0.1	16	7	0
COc1cccc2cc(C(=O)N3CCCCC3C)c(=O)oc12 (configuration not stated)	-1.1	-2.2	1	-0.8	-3	1.9	-8	0	0
COc1ccc(OC(C)C(=O)N2CCOCC2)cc1 (configuration not stated)	-0.8	-2.6	-4	-1.3	10	-0.7	-15	-2	2
c1ccc2c3c(c(CN4CCCC4)cc2c1)COC3	0.9	-0.3	1	8.9	1	2.4	2	-4	0
CCN(CC)CCNC(=O)CCCCCn1c(=O)[nH]c2cc(C(=O)OC)ccc2c1=O	.	0.8	12	2.2	-9	-2.1	.	4	16
COC(=O)c1sc(NC(=S)NC(=O)c2ccccc2)nc1C	-0.3	-0.6	0	.	-11	0.6	-6	6	0
CN(C(=O)c1ccco1)c1ccccc1C(=O)O	.	1.9	0	-1.0	-6	-0.6	.	10	2
COc1ccc(OC)c(C2CC(=O)N3CN(c4ccccc4)CSC3=C2C#N)c1 (configuration not stated)	-1.0	-2.3	16	-1.2	5	2.1	-5	-4	-3

Other compounds.
SMILES	BoNT A protease	FadD28 FP inh	GDH-TPI inh	BioA inh	CCHFV vOTU inh	UGM FP inh	BoNT-F LC inh	PrPC TRFRET	FBA Mtb inh
Cc1cccc([C@@H]2[C@@H]3C(=O)N(Cc4ccccc4)C(=O)[C@@H]3[C@]3(Cc4ccc(Cl)cc4)C(=O)N(c4cccc(Br)c4)C(=O)N23)c1	-0.7	-1.0	16	-2.2	2	3.0	0	-2	5
CCCOc1ccc(C(=O)Nc2cccnc2)cc1	1.3	-3.0	-1	37	-8	0.0	-2	2	2
Cc1cccc(Oc2cc([N+](=O)[O-])cc3c2C(=O)Nc2ccccc2O3)c1	2.0	-5.6	-4	.	12	1.0	-1	15	0
N#Cc1cc([N+](=O)[O-])ccc1N1CCN(c2ccccc2O)CC1	1.0	1.1	13	1.2	9	-1.8	-2	-21	-4
Cc1c(NC(=O)/C(=C/c2cccs2)c2cccs2)c(=O)n(-c2ccccc2)n1C	0.7	-3.9	14	.	11	-1.2	-1	-6	-2
CCCn1cc(S(=O)(=O)c2ccc(C)cc2)c(=O)c2cc(OC)ccc21	-0.5	-5.6	11	0.4	-5	1.8	4	3	3

11 entries from above, with two lines to a compound.
Under each structure – BoNT A protease, FadD28 FP inh, GDH-TPI inh, BioA inh, CCHFV vOTU inh, UGM FP inh, BoNT-F LC inh, PrPC TRFRET, FBA Mtb inh
- Cc1nc(NC(=O)CSc2nnc3ccccn23)c(Cl)cc1Cl
→ 0.4, -1.7, 2, ., -1, -1.3, 3, -1, 5
- CN(C)CC(=O)Nc1ccc(Oc2ccc(Cl)cc2)cc1
→ -0.2, -2.5, -2, ., -9, 0.5, -2, -6, -2
- O=C(CCCOc1ccc(Cl)cc1)N1CCCCC1
→ ?, -1.0, 11, -0.7, 8, 1.4, -19, 1, -1
- CCN(CC)c1ccc2cc(C(=O)NCc3ccc(F)cc3)c(=N)oc2c1
→ 18, -2.8, 0, -1.3, -17, 0.1, 16, 7, 0
- COc1cccc2cc(C(=O)N3CCCCC3C)c(=O)oc12 (configuration not stated)
→ -1.1, -2.2, 1, -0.8, -3, 1.9, -8, 0, 0
- COc1ccc(OC(C)C(=O)N2CCOCC2)cc1 (configuration not stated)
→ -0.8, -2.6, -4, -1.3, 10, -0.7, -15, -2, 2
- c1ccc2c3c(c(CN4CCCC4)cc2c1)COC3
→ 0.9, -0.3, 1, 8.9, 1, 2.4, 2, -4, 0
- CCN(CC)CCNC(=O)CCCCCn1c(=O)[nH]c2cc(C(=O)OC)ccc2c1=O
→ ., 0.8, 12, 2.2, -9, -2.1, ., 4, 16
- COC(=O)c1sc(NC(=S)NC(=O)c2ccccc2)nc1C
→ -0.3, -0.6, 0, ., -11, 0.6, -6, 6, 0
- CN(C(=O)c1ccco1)c1ccccc1C(=O)O
→ ., 1.9, 0, -1.0, -6, -0.6, ., 10, 2
- COc1ccc(OC)c(C2CC(=O)N3CN(c4ccccc4)CSC3=C2C#N)c1 (configuration not stated)
→ -1.0, -2.3, 16, -1.2, 5, 2.1, -5, -4, -3

Screening data as filed in PubChem BioAssay.
